PKA-R1A activ: activators of PKA-R1A holoenzyme, primary screen, biochemical, fluorescence polarization, Cy5-IP20, bovine R1A, mouse PKAc; 340,000 tested, 0.083% active; AID 504707, 2011; PKA-R1A dissociation; scaled: DMSO 0%, 113 µM cGMP 100%; cAMP-dependent protein kinase type I-alpha regulatory subunit (Bos taurus) + …; activation, % at 11.4 µM;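 active means percent activation above the mean of all tested compounds plus 3 SD, cut at about 19% in these data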;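 further: higher means more PKAc released from R1A so a rise in polarization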
V-ATPase pH: regulators of yeast V-ATPase proton pumping, primary screen, pHLuorin cytosolic pH fluorescence; response, % at 10 µM; AID 504577, 2011; 350,000 tested, 0.37% active; S. cerevisiae; in the data active means response mostly above about 7.3%, no sharp cut-off; inactive means mostly below about 5.4%; further: actives read high; inactives centre near 0; some compounds called inactive have numbers as strong as hits; reference of the scale not given here
OPRM1-OPRD1 inv: inverse agonists of MOR-DOR heterodimerization, primary screen, cell-based, luminescence | Mu-type opioid receptor (Homo sapiens) + Delta-type opioid receptor (Homo sapiens), … | cell-based MOR-DOR heterodimer luminescence, inverse agonism | inhibition, % at 9.3 µM | 340,000 tested, 0.21% active | AID 504357, 2011; in the data active means inhibition above about 22%, passing the limit was not always enough;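 further: 0% = cells with DMSO and 100% = wells without cells with DMSO; values of inactives mirror those of a sister screen read the other way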
OPRM1-OPRD1 ag: agonists of OPRM1-OPRD1 heterodimerization, primary screen, cell-based, luminescence; Mu-type opioid receptor (Homo sapiens) + Delta-type opioid receptor (Homo sapiens), …; cells; activation, % at 9.3 µM; 340,000 tested, 0.3% active; in the data active means activation above about 18%;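 further: 0% = vehicle-treated cells and 100% = reference agonist; values of inactives mirror those of a sister screen read the other way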
Arr AP2 block: inhibitors of beta-arrestin/AP2 binding, primary screen, biochemical, GPCR trafficking, flow cytometry | 340,000 tested, 0.31% active | AID 504490, 2011 | FITC-arrestin peptide / GST-AP2 beads; AP2 beta2 appendage carries R879A mutation | beta-arrestin 1 C-terminal peptide binding to AP2 beta2-adaptin appendage (human) | inhibition, % at 10 µM;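 active means inhibition above a set limit, near 3 SD of compounds lacking own fluorescence, cut at about 54% in these data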;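 further: plate controls were DMSO wells for no effect and 5 µM unlabelled arrestin peptide for full effect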
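System: GST-tagged AP2 beta2-adaptin appendage (R879A) on 4 µm glutathione beads / Reagent: FITC-arrestin peptide, 50 nM / Detection: HyperCyt-sampled flow cytometry, FL1 channel, ex 488/em 535 nm / Timing: 12 min plus 1 h, RT / Buffer or medium: PBS plus Tween 20 (0.05%) and BSA (0.1%)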
HTR5A ag: HTR5A agonists in luminescence cell assay, primary screen, counter-screen for OPRM1-OPRD1 heterodimer agonist project, full-deck HTS | activation, % at 9.3 µM | cell-based | 5-hydroxytryptamine receptor 5A (Homo sapiens), P47898 | 340,000 tested, 0.61% active; in the data active means activation mostly above about 9.5%, no sharp cut-off; inactive means mostly below about 7.6%;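 further: 0% = cells with vehicle only and 100% = reference agonist; strong numbers were not always called active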
HTR5A inv ag: HTR5A inverse agonists in luminescence cell assay, primary screen, counter-screen for OPRM1-OPRD1 heterodimer inverse agonist project, full-deck HTS | HTR5A cell line, inverse agonism | 340,000 tested, 0.083% active | inhibition, % at 9.3 µM | 5-hydroxytryptamine receptor 5A (Homo sapiens), P47898; in the data active means inhibition mostly above about 23%, no sharp cut-off; inactive means mostly below about 18%;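 further: 0% = cells with DMSO and 100% = no-cell wells with DMSO; some compounds called inactive have numbers as strong as hits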
Pemphigus Ab inh: inhibitors of pemphigus antibody binding to DSG3, primary screen, biochemical, bead-based, flow cytometry, scFv-GFP; DSG3-coupled beads, scFv-anti-DSG3-GFP binding; active compounds read low; binding (percent of control), % at 10 µM; 310,000 tested, 0.48% active; Desmoglein-3 (Homo sapiens), P32926;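 active means binding more than 3 SD below its plate's average and above zero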;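 further: hits lower antibody fragment binding to DSG3; some compounds called inactive have numbers as strong as hits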
Target sequence (P32926 whole entry, looked up, the tested form may be a part): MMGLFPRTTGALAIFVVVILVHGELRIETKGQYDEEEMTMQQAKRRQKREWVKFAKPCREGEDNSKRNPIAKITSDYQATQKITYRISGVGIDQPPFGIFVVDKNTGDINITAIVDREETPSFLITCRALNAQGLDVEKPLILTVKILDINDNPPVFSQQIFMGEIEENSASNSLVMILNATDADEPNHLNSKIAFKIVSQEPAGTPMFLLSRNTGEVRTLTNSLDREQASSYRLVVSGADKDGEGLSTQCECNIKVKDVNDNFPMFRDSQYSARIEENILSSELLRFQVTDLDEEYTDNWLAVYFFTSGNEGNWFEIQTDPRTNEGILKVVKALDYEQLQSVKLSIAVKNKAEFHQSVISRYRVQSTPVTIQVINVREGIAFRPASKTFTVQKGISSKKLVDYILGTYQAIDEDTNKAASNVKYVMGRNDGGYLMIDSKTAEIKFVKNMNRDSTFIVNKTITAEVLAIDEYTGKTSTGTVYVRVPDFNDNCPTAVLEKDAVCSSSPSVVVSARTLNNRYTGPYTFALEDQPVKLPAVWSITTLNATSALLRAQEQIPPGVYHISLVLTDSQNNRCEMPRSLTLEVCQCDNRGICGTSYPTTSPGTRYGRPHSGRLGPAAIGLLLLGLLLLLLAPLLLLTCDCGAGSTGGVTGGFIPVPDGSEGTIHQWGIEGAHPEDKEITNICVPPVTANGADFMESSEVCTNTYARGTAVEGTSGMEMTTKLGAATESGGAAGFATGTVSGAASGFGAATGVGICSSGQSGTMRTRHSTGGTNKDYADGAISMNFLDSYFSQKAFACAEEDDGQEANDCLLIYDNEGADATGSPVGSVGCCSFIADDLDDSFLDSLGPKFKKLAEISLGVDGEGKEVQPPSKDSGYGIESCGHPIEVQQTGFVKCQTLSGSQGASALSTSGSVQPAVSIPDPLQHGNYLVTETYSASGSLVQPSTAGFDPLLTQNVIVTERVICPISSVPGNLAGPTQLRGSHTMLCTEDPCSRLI
PKA-R2B act: activators of PKA-R2B holoenzyme, primary screen, biochemical, fluorescence polarization, Cy5-IP20, human. cAMP-dependent protein kinase catalytic subunit beta (Homo sapiens) + cAMP-dependent …. PKA-R2B holoenzyme dissociation; R2B truncated from residue 108, S112A mutant; 0% DMSO only, 100% 113 µM cGMP. activation, % at 11.4 µM. 340,000 tested, 0.079% active;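 active means activation above a cutoff set at the mean over all compounds plus 3 SD, cut at about 18% in these data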;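 further: higher means more holoenzyme dissociation and a rise in polarization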
DAGLB inh: DAGLB lipase inhibitors, primary screen, biochemical, fluorescence, HTS; Diacylglycerol lipase-beta (Homo sapiens), Q8NCG7; HEK293T DAGLB membrane lysate, EnzChek fluorogenic substrate; inhibition, % at 5.17 µM; 340,000 tested, 0.059% active; AID 504411, 2011; in the data active means inhibition above about 34%;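 further: 0% = enzyme with vehicle and 100% = wells lacking enzyme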
Starred values were filed as active, the others as inactive; nt = not tested or not shown.

Values in the order: PKA-R1A activ	V-ATPase pH	OPRM1-OPRD1 inv	OPRM1-OPRD1 ag	Arr AP2 block	HTR5A ag	HTR5A inv ag	Pemphigus Ab inh	PKA-R2B act	DAGLB inh
1	CCN1C(=O)NC2=C(C(=O)c3ccccc32)C1c1ccccc1F (stereo not drawn)
  -5.5	-0.7	-1.3	0.2	-0.4	-0.3	6.2	97.5	-9.0	11.1
2	Cc1cccc(NC(=O)CSc2nnc(CNC(=O)c3ccc(S(=O)(=O)N(C)C)cc3)n2-c2ccccc2)c1
  -2.5	3.1	20.9	-4.1	-9.5	2.0	11.1	87.4	-7.8	-0.6
3	O=C(COC(=O)c1cccc(Br)c1)Nc1ccc2[nH]c(=O)[nH]c2c1
  -2.9	0.0	0.0	0.0	13.0	-1.7	4.7	nt	-0.9	4.2
4	CCN(c1cccc(C)c1)S(=O)(=O)c1cn(CC(=O)OC)c2ccc([N+](=O)[O-])cc12
  8.2	5.3	11.1	-2.0	-4.3	-1.5	-5.1	99.6	-3.7	-3.2
5	CCOc1nc2cnccc2n(CC(=O)Nc2cccc(C)c2)c1=O
  -5.9	-1.6	16.1	-3.2	-5.0	-0.3	2.2	99.2	10.6	-1.4
6	CCOc1ccccc1-c1nc2c([nH]1)c(=O)n(C)c(=O)n2C
  2.1	1.4	14.4	-2.6	27.4	1.1	-16.9	107.6	3.9	0.6
7	CC(C)[C@H](NC(=O)c1cccc(CN(Cc2ccccc2)C(=O)c2ccccc2)c1)C(=O)O
  -5.0	-1.6	10.4	-2.0	-6.4	-4.5	15.0	119.8	-0.9	0.5
8	Cc1cc(C)n2nc(SCC(=O)N3CCC(C)CC3)nc2n1
  2.7	0.1	2.2	-0.4	1.9	3.3	-13.5	112.0	-3.6	1.1
9	O=C(CNS(=O)(=O)c1ccc(Br)cc1)NCc1ccncc1
  6.5	-1.6	7.7	-1.2	0.1	0.1	-23.6	nt	0.2	0.5
10	Cn1nc(-c2ccccc2)c(C(=O)NCC(=O)O)c1Cl
  -13.2	-1.2	9.4	-1.7	-31.6	3.8	-9.9	99.3	-5.2	-0.9
11	Cc1cc(=O)oc2cc(OC(=O)CCN3C(=O)c4ccccc4C3=O)ccc12
  7.9	-0.8	6.2	-1.2	5.4	1.0	6.3	100.4	-11.3	-2.3
12	O=C(COc1ccc(Cl)cc1)NCc1nnc(SCC(=O)Nc2ccccc2)o1
  -3.8	-1.2	12.4	-2.1	-5.9	-1.3	-10.5	113.2	-7.9	-0.5
13	O=C(CCCN1C(=O)c2ccccc2C1=O)Oc1ccc(Cl)cc1
  -12.0	8.2	-6.8	1.3	-0.8	-1.5	2.1	101.1	0.4	-12.3
14	C=CCn1c(CSc2ccc(C)cc2)n[nH]c1=S
  11.2	-0.7	3.8	-0.7	1.8	4.0	8.6	90.9	6.5	1.9
15	CCOc1cc(/C=C/C(=O)c2ccc(O)cc2)ccc1OCC(=O)N(C)C
  6.7	-6.7	24.9	-4.6	-1.4	-6.1	14.6	110.3	-0.8	-2.2
16	CCOc1ccc(-c2cc(NC(=O)Cn3ncc4c3-c3ccccc3OC4)on2)cc1OCC
  -13.6	0.3	-64.9	11.8	-6.9	8.7	-39.3	109.3	-6.2	-4.8
17	O=C(/C=C/c1cccc([N+](=O)[O-])c1)N1CCOCC1
  2.7	0.0	5.0	-1.0	-2.6	0.5	12.6	105.2	-2.6	0.9
18	COc1ccc(C(=O)CCC(=O)N2CCN(c3ccc([N+](=O)[O-])cc3)CC2)cc1
  -8.0	-0.8	15.2	-3.0	2.4	1.6	13.5	104.5	-6.2	6.8
19	c1ccc(-n2c(-c3cccs3)nc3nc4ccccc4nc32)cc1
  -1.2	0.3	9.1	-1.5	-10.3	-0.7	1.8	92.6	6.4	-3.4
20	Nc1cccc2c1C(=O)N(CCOc1ccccc1F)C2=O
  3.5	0.0	7.2	-1.4	0.2	-3.6	9.7	102.8	-0.3	-3.1
21	Cc1ccc(S(=O)(=O)c2ncccc2N)cc1
  -2.6	0.2	23.6	-5.3	-16.7	-2.2	8.2	96.0	-5.0	-3.0
22	CC(=O)c1cc2c(cc1NC(=O)CSc1nc3ccc(C)cc3[nH]1)OCO2
  -15.9	-2.1	8.2	-1.5	3.2	-5.9	14.9	109.3	5.0	0.7
23	Cc1ccc(NC(=O)c2cc(Cl)ccc2[N+](=O)[O-])cc1C
  -3.6	1.1	3.0	-0.5	-19.9	1.0	5.9	124.3	5.7	-8.3
24	COc1ccc(-c2csc(NC(=O)Cc3cc(OC)c(OC)c(OC)c3)n2)cc1OC
  3.3	6.1	4.3	-0.8	10.6	2.0	-5.7	103.7	6.2	1.4
25	C(=Cc1nc2ccccc2o1)c1ccc2c(c1)OCO2
  -7.3	0.4	nt	nt	nt	nt	nt	104.7	1.5	-8.5
26	O=C(NN=Cc1ccc2c(c1)CCC2)c1ccccc1[N+](=O)[O-]
  1.2	-2.7	nt	nt	nt	nt	nt	97.4	0.3	-6.4
27	COc1ccc(/C=N/NC(=O)c2ccc(Br)o2)cc1Cn1cc([N+](=O)[O-])cn1
  -15.0	-0.9	8.2	-1.5	19.3	3.6	17.1	96.3	-2.7	-2.6
28	Cc1cc(N2CCCC2)nc2ccc(NC(=S)NC(C)C)cc12
  -13.4	0.2	-30.6	4.9	-1.7	-1.8	0.4	86.7	-11.5	0.9
29	COc1cc2c(cc1OC)CN(C(C)C(=O)Nc1cccc(S(=O)(=O)N3CCOCC3)c1)CC2 (stereo not drawn)
  1.8	-0.6	-9.5	1.5	-0.6	0.1	-2.3	114.7	5.0	1.5
30	COCCN(CC(=O)Nc1cccc(C)c1C)C(=O)c1cc(-c2ccncc2)nc2ccccc12
  11.0	3.3	2.8	-0.8	-6.9	5.6	-17.3	109.0	3.2	-5.6
31	Cc1cc(=O)oc2cc(NC(=O)C(CCCN=C(N)N)NC(=O)OCc3ccccc3)ccc12 (stereo not drawn)
  -5.5	-1.9	14.1	-3.2	7.5	4.8	-17.9	98.3	-1.0	-0.6
32	COc1ccc(NC(=O)CSc2nc(N)c(C#N)cc2C#N)cc1
  -9.0	0.5	-9.7	1.6	3.6	-0.7	1.7	99.4	-1.8	0.1
33	O=C(COC(=O)c1ccc(OC(F)F)cc1)NCCNC(=O)COC(=O)c1ccc(OC(F)F)cc1
  -3.0	1.8	10.5	-1.5	-9.0	-0.8	8.1	108.5	-3.0	2.1
34	CCOc1ccc(N(CC(=O)NC2CCCC2)C(=O)Cn2nnc(-c3ccc(C)o3)n2)cc1
  2.2	4.7	1.6	-0.2	1.3	0.0	0.1	nt	-8.2	-1.5
35	N#Cc1c2n(c3c(=O)n(Cc4ccc(Cl)cc4)cnc13)CCCCC2
  -8.2	-0.6	3.0	-0.7	-0.7	6.7	-33.6	nt	-14.2	-5.2
36	CCOC(=O)CC1(NC(=O)C2CCC(=O)N(C3CC3)C2)CCCCC1 (stereo not drawn)
  -9.8	-0.5	18.2	-3.4	2.7	-0.3	0.0	98.6	-5.5	1.6
37	COc1ccc(N2CCN(CCCNC(=O)C3CCCN(S(=O)(=O)c4cnc[nH]4)C3)CC2)cc1 (stereo not drawn)
  6.3	-4.2	11.2	-2.2	3.1	5.3	-15.8	101.4	7.2	4.0
38	O=C(NC(=S)N1CCN(c2ccccc2)CC1)c1ccccc1
  -5.4	1.9	10.5	-1.8	-24.5	5.0	-18.5	nt	-9.8	-4.4
39	CC1(C)Cc2c(C#N)c(N3CCN(C(=O)c4ccco4)CC3)nc(-c3ccco3)c2CS1
  3.1	2.0	6.8	-1.3	6.0	18.5*	-32.2	113.7	3.1	-0.9
40	COc1ccc2c(c1)CCc1c(C(=O)N3CC4(C)CC3CC(C)(C)C4)noc1-2 (stereo not drawn)
  -6.0	1.4	-3.8	0.7	-3.3	5.5	-17.9	102.9	1.5	-7.0
41	COc1cccc2c(=O)n(CC(=O)N3CCCCCC3)ccc12
  -3.2	3.8	1.7	-0.3	-5.6	2.4	7.7	99.3	-4.5	-3.2
42	CCOC(=O)c1sc(N)nc1-c1ccccc1
  -3.3	5.0	0.1	0.0	17.4	-1.8	5.1	99.2	-2.5	4.2
43	COc1ccc(C(=O)Nc2ccc(N3CCN(C)CC3)cc2)cc1OC
  4.5	0.0	9.5	-2.0	65.1*	4.5	-16.8	97.1	-1.9	-1.5
44	CC1(C)CC(CNCCC(c2ccc(F)cc2)c2ccco2)CCO1 (stereo not drawn)
  -10.1	-1.7	4.0	-0.8	-15.3	2.3	-6.3	101.6	-8.9	-3.5
45	COC(=O)c1cc(NC(=O)CCc2c(C)nc3ncnn3c2C)cc(C(=O)OC)c1
  1.6	1.5	7.5	-1.5	17.1	-3.7	9.7	98.1	6.0	1.8
46	Cc1ccc(Nc2cc(C)nc3nc(C)nn23)c(C)c1
  5.6	2.1	0.2	0.0	11.4	4.6	-12.2	109.1	4.9	-6.2
47	C=CCN(CC=C)C(=S)NC(=O)/C=C/c1ccccc1
  2.1	0.9	5.5	-1.0	2.5	0.3	20.0	101.0	2.3	0.4
48	COc1ccc(NC(C)=[N+](C)CCNS(=O)(=O)c2ccc(Cl)cc2)cc1
  -7.3	6.5	7.9	-1.5	2.2	4.9	12.4	nt	-4.0	0.8
49	O=C(COC(=O)c1cc([N+](=O)[O-])ccc1NCc1ccccc1)NC1CCCCC1
  -11.7	-6.0	12.6	-2.1	-1.7	0.2	-0.6	96.9	2.8	-1.8
50	Cc1ccccc1NS(=O)(=O)c1ccc(OCC(=O)NCc2cccnc2)cc1
  -4.6	-0.9	11.7	-1.9	-3.6	2.9	-7.7	95.0	-6.4	-1.2
51	COC(=O)[C@H](Cc1ccccc1)NC(=O)N1CC(C)OC(C)C1 (stereo partly drawn)
  -2.8	1.3	9.8	-1.7	7.0	-5.0	13.7	108.4	2.2	0.9
52	CCOC(=O)c1cc2c(nc1N)CC(C)(C)OC2
  -4.3	1.4	12.6	-2.2	9.9	0.8	-6.1	107.7	-7.4	1.6

From PubChem BioAssay
